PI5P4Ka inh: inhibitors of human PI5P4K alpha | P48426 | PI5P4Kalpha enzyme, ADP-Glo luminescence, 60 min; active compounds read low | max response, % | 330,000 compounds, 1.2% hits | AID 652105; active = max response of -50% or lower; inconclusive = between -30% and -50%; inactive = -30% or higher; also: value at the top dose of about 77 µM; % is scaled to controls: 0 for no effect and ±100 for the full control effect
Target sequence (P48426 whole entry, looked up): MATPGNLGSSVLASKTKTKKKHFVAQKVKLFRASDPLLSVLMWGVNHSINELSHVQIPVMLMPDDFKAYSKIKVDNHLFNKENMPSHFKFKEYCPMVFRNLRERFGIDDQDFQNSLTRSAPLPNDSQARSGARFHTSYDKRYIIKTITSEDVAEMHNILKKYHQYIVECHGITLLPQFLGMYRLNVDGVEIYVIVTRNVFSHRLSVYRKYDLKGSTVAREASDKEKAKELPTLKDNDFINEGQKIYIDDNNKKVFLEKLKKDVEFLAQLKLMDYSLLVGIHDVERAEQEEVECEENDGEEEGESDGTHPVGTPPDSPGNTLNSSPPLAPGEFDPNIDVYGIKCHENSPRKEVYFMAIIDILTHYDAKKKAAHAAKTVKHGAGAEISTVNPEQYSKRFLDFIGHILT
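PI5P4Kalpha ADP-Glo assay; 5 microM ATP final; 60 min RT reaction; HEPES pH 7.4/EGTA/CHAPS, 5% DMSO; controls lacking substrate or enzyme; luminescent end-point.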
FUS yeast rescue: rescues growth of FUS-expressing yeast; 390,000 compounds, 0.24% hits; AID 1347120; Potency, µM (series often up to 76.6 µM), inactives show at the highest dose growth rescue (activation), most hits filed as activators; S. cerevisiae FUS-expressing, growth rescue, OD600, 24 h;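 also: potency is read from the fitted curve at half-maximal effect; plate controls were DMSO vehicle for no effect and reference control for full effect; nearly all actives have a fitted effect of over 55% in size; some results filed as inactive show a strong effect at the top dose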
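FUS-expressing yeast, raffinose-pregrown, induced in 2% galactose minimal medium at OD 0.005; compounds in a dilution series, 24hr at 30C. Growth restoration read as absorbance at 600 nm. CP55940 positive control, DMSO negative.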
Abeta rescue: restores growth of yeast expressing A-beta42 peptide; yeast expressing A-beta42, growth rescue, OD600, 48 h; response scale: 0% DMSO, 100% iron-clioquinol control; 410,000 compounds, 0.063% hits; Potency, µM (highest dose often 46.1 µM), without a hit: at the highest dose growth rescue, hits mostly activators; AID 1347071; also: potency is read from the fitted curve at half-maximal effect; nearly all actives have a fitted effect of over 55% in size
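Yeast growth medium received pinned compounds, then yeast cells expressing toxic A-beta were added; plates incubated at 30 C for 48 hr. Growth read as absorbance at 600 nm, normalized to DMSO and equimolar FeCl3 plus clioquinol controls.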
PLK1 PBD inh: blocks phosphopeptide binding to human PLK1 polo-box domain; AID 720504; 360,000 compounds, 2.8% hits; Plk1 PBD binding of FITC phosphopeptide, fluorescence polarization; P53350; Potency, µM, without a hit: max response, negative = inhibition, actives largely listed as inhibitors; also: potency is read from the fitted curve at half-maximal effect; series mostly up to about 57 µM; % is scaled to controls: 0 for no effect and ±100 for the full control effect; nearly all actives have a fitted effect of over 65% in size
Target sequence (P53350 whole entry, looked up, the tested form may be a part): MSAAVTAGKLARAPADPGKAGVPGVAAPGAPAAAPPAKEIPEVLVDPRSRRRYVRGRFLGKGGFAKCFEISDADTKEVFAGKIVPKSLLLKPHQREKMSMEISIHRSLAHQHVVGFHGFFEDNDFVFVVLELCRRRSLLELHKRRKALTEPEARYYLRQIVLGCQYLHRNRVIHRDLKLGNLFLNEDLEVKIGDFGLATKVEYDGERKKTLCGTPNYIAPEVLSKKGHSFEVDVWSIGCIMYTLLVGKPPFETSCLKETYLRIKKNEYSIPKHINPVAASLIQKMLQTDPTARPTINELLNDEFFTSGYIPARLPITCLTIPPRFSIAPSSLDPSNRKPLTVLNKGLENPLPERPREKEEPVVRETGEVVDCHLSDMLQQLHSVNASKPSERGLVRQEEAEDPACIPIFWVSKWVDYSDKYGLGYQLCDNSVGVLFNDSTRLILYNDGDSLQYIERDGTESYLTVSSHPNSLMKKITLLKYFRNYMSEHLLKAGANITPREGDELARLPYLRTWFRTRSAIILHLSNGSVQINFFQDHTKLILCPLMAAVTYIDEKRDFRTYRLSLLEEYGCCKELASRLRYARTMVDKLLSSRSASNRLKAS
aSyn rescue: alpha-synuclein toxicity inhibition in yeast; Yeast expressing alpha-synuclein, growth rescue, BacTiter-Glo, 24 h; Potency, µM (top dose mostly 46.1 µM), for the others: at the top dose growth rescue (activation), usual class: activators; 370,000 compounds, 0.14% hits; AID 652106; also: potency is read from the fitted curve at half-maximal effect; % of control where 0% means no effect; nearly all actives have a fitted effect of over 65% in size
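Galactose-induced alpha-syn yeast (OD600=0.02, raffinose-pregrown) + pinned cpd, 24 hr, 30 deg C; growth by BacTiter-Glo luminescence. Growth restoration scores as activation.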
IL-2 act: IL-2 activation; IL-2 activation reporter assay, cell-based qHTS; stimulated with anti-CD3/CD4/CD28 beads; in transgenic mouse T cells; activation, % (series mostly up to about 46 µM); 360,000 compounds, 0.065% hits; in the data active = activation above about 50%; inconclusive = mostly about 30% to 49%; also: 0% is about no effect
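First, unstimulated transgenic mouse T cells were exposed to compound for 60 min. Next, anti-CD3/anti-CD4-coated beads with anti-CD28 were added. Finally, after 18 h at 37 degrees C, EGFP and DsRed were imaged.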
WRN helicase inh: inhibitors of human WRN helicase; WRN helicase unwinding, fluorescent forked duplex, kinetic; Potency, µM (series often up to 114 µM), inactives show at the top dose activity change, negative = inhibition, usual class: inhibitors; 360,000 compounds, 0.46% hits; also: potency is read from the fitted curve at half-maximal effect; % is scaled to controls: 0 for no effect and ±100 for the full control effect; nearly all actives have a fitted effect of over 55% in size
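Kinetic red-fluorescence monitoring (525/598 nm) tracks WRN helicase activity after 100 nM fluorophore-quencher forked duplex and 2 mM ATP are added to 20 nM enzyme pretreated 15 min at room temperature with compound.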
EPAC1 agonist: activates human EPAC1 exchange factor | EPAC1 agonist qHTS, biochemical assay; response scale: 100% = response to 6.5 mM cAMP | 360,000 compounds, 0.073% hits | AID 720707 | Potency, µM (highest dose often 154 µM), without a hit: top-dose activation, actives largely listed as activators; also: potency is read from the fitted curve at half-maximal effect; nearly all actives have a fitted effect of over 60% in size
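Nucleotide exchange assay: 100 nM EPAC1 with 250 nM Rap1B loaded with BODIPY-GDP and 50 uM GDP, room temperature. Fluorescence (480/540 nm) read every 5 min for 30 min; signal change normalized to 6.5 mM cAMP as full agonist.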
EPAC1 antagonist: antagonists of human EPAC1. O95398. EPAC1 GEF assay, Rap1b-BODIPY-GDP exchange fluorescence. Potency, µM (top dose mostly 115 µM), for the others: top-dose activity change, negative = inhibition, most hits filed as inhibitors. 360,000 compounds, 0.14% hits. AID 720709;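 also: potency is read from the fitted curve at half-maximal effect; plate controls were vehicle for no effect and positive control for full effect; nearly all actives have a fitted effect of over 50% in size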
Starred values were filed as active, the others as inactive; ? = inconclusive; · = no result given; & = joins results of further samples; [ ] = another dose, or the depositor's remark. Unless noted, calls follow the shape of the dose curve; as a rule, active = well fitted curve in the direction sought with a large enough effect; inconclusive = small, poorly fitted or top-dose-only effect, or another doubt; inactive = no such curve, though single readings can be large; an effect the other way counts as inactive or inconclusive.

SMILES | PI5P4Ka inh | FUS yeast rescue | Abeta rescue | PLK1 PBD inh | aSyn rescue | IL-2 act | WRN helicase inh | EPAC1 agonist | EPAC1 antagonist
Cc1cn([C@H]2C[C@H](O)[C@@H](CNCc3cnc(N4CCOCC4)s3)O2)c(=O)[nH]c1=O | 3 | -21% | 3% | 0% | -8% | -1.5 | -2% | 14% | -21%
O=C(Nc1ccc2[nH]c(=O)[nH]c2c1)c1cc(F)c(F)cc1Cl | -11 | 10% | -4% | -11% | -3% | -4.2 | -30% | -1% | -27%
COc1ccccc1N(CC(O)CN1CCOCC1)S(=O)(=O)c1ccccc1 (stereo unspecified) | -5 | 15% | -4% | -4% | 1% | 0.2 | -12% | -1% | -11%
C=CCN1C(=O)C(CC(=O)NCC)SC1=Nc1cc(Cl)ccc1Cl (stereo unspecified) | 11 | 5% | 33% | -7% | 7% | 2.2 | -1% | -5% | -15%
O=C(CCC(=O)c1ccc(F)cc1)Nc1cccnc1 | -9 | -9% | -4% | -1% | 2% | 0.4 | 12% | -1% | 1%
Cc1cccc(/C=C(\C(=O)O)c2ccc(S(=O)(=O)N3CCCC3)s2)c1 | -25 | · | -8% | -29% | -1% | -3.1 | ? | 0% | ?
FC(F)(F)c1nc(NCc2cccnc2)c2ccccc2n1 | -2 | -3% | ? | 8% | 2% | -2.7 | -3% | 6% | 12%
COc1ccc(OC)c(-c2nnc(SCC(=O)N3CCCC3)o2)c1 | 8 | -21% | 2% | -8% | 3% | 0.0 | -7% | 2% | 6%
COc1ccccc1NC(=O)C(C)Sc1nnnn1C (stereo unspecified) | 6 | -14% | 15% | -1% | 3% | 0.8 | 1%[57.1 µM] | 3% | 0%
O=C(NC1CCCCC1)C(c1ccncc1)N(Cc1ccc2c(c1)OCO2)C(=O)C(F)(F)F (stereo unspecified) | 8 | 22% | -8% | -2% | 1% | 0.4 | -8%[57.1 µM] | -4% | -2%
Cc1cc(C)c(OCCCCn2cnc3ccccc3c2=O)c(C)c1 | · | 15% | 7% | 0% | 4% | -0.6 | -7% | 6% | -1%
Cc1ccc(CNC(=O)CCCn2nc(C)c3c(C)n(-c4ccccc4)nc3c2=O)cc1 | -4 | 15%&-9% | 12%&-26% | ? | 13% | 2.8 | -2% | -4% | 0%
CC(=O)Nc1ccc(OCc2ccc(S(=O)(=O)Cc3ccccc3)cc2)cc1 | -2 | -31% | 2% | -5% | -3% | -1.0 | 6% | -4% | 9%
CS(=O)(=O)N1CCC(C(=O)NCc2ccc(Cl)cc2)CC1 | 6 | 10% | 4% | -13% | -4% | -0.3 | 5% | -1% | -13%
CN1CCC(N2CCN(C3CN(Cc4ccccc4)S(=O)(=O)C3)CC2)CC1 (stereo unspecified) | 5 | -25% | -12% | -2% | -6% | -0.4 | 2% | -11% | 4%
CC(C)CC(=O)Nc1ccccc1Oc1ccccc1 | -5 | 7% | -9% | -1% | 3% | -2.0 | 1% | 0% | ?
COc1ccccc1CC(=O)N1CCN(c2ccc([N+](=O)[O-])cc2)CC1 | 3 | -1% | 9% | -3% | 1% | 0.9 | 0% | -2% | -9%
CCC(C)c1ccccc1N1CC(C(=O)Nc2ccc(S(=O)(=O)N3CCOCC3)cc2)CC1=O (stereo unspecified) | 1 | 12% | -7% | 0% | 8% | 1.1 | -1% | -6% | -16%
O=C(NC1CCN(Cc2ccccc2)CC1)c1cccc(OC(F)F)c1 | 1 | 0% | -6% | 4% | -6% | 0.6 | 7% | 6% | 19%
O=C(Nc1ccc(F)cc1)C(c1ccccc1OC(F)(F)F)N1CCN(C(=O)c2ccco2)CC1 (stereo unspecified) | 3 | 28% | -1% | -4% | 0% | -0.3 | 3% | -8% | -2%
O=C(C1CCCN(Cc2cccc(Cl)c2)C1)N1CCCCC1 (stereo unspecified) | -10 | 0% | -18% | 19µM* | -2% | -0.6 | 14% | -11% | 2%
CCC1CN(C(=O)Nc2cccc(C)c2)c2cc(C)ccc2O1 (stereo unspecified) | 13 | 26% | ? | -17% | 10% | 0.4 | -5% | 11% | -7%
COc1cccc(CNC(=S)Nc2cc(C)cc(C)c2)c1 | -2 | 8% | -2% | -9% | -6% | 0.6 | 3% | 10% | -2%
O=[N+]([O-])c1ccc(S(=O)(=O)Nc2cccc(-c3ccc(N4CCCC4)nn3)c2)cc1 | -18 | 20% | 11% | -14% | -2% | -1.4 | -10% | 11% | -7%
COc1cccc(OC)c1C(=O)Nc1ccc(N2CCN(C(=O)c3cccs3)CC2)cc1 | -2 | · | 2% | -7% | 0% | -1.3 | -9% | 8% | -9%
COc1ccc(NC(=O)/C(N=Nc2cccc(S(=O)(=O)Nc3ccc(SC(F)F)cc3)c2)=C(\C)O)cc1 | 5 | 9% | 17% | -10% | -7% | 0.1 | -6% | 12% | -24%
Cc1ccc(S(=O)(=O)N(C)CC(=O)OCC(=O)NCCN2C(=O)CSC2=O)cc1 | 2 | -2% | 16% | -8% | 3% | 0.0 | 0% | 23% | 0%
CCOC(=O)CNC(=O)CSc1nnc(-c2ccco2)n1N | -3 | 2% | -9% | 0% | 4% | 2.6 | 0% | 0% | -7%
COC(=O)c1c(NC(=O)CSc2nncs2)sc2c1CCCCC2 | · | 19% | -40%[inhibitor] | -5% | 0% | 1.4 | -24% | 21% | -17%
COc1ccc(OCCOC(=O)c2ccc(F)c(S(=O)(=O)N3CCOCC3)c2)cc1 | 0 | 26% | -9% | -2% | 1% | -0.4 | -6% | 14% | -7%
CCCc1cc(=O)oc2cc(C)cc(OCC(=O)Nc3ccccn3)c12 | -3 | 18% | -18% | -3% | -2% | -3.0 | 6% | -6% | 16%
O=C(CC(=O)c1ccccc1)Nc1ccccn1 | 3 | 6% | 6% | -7% | -5% | -0.1 | -2% | -5% | -2%
CC(Cc1ccccc1)NC(=O)CCCN1C(=O)c2ccccc2C1=O (stereo unspecified) | -2 | -8% | 5% | 2% | 3% | 0.3 | -3%[57.1 µM] | -8% | 13%
N#Cc1ccccc1COC(=O)c1cccnc1N | -13 | -16% | 15% | 5% | 10% | -0.1 | 1% | 0% | -5%
O=C1CCc2ccccc2O1 | -1 | -34% | -3% | -16% | -2% | 6.9 | 17% | -8% | -8%
Cc1cc(C(C)(C)C)cc(CN2CCN(S(=O)(=O)c3cccs3)CC2)c1O | 1 | -31%[inhibitor] | -13% | -18% | ? | -1.3 | 7% | 4% | -12%
COc1ccccc1C(=O)Nc1c(C(=O)N(CCN(C)C)Cc2ccco2)oc2ccccc12 | 14 | 29%&16% | -18% | -9% | 3%&17% | -0.8 | -8% | 1% | -13%
CN1C(=O)/C(=C/c2cccc(Cl)c2)Sc2ccc(C(=O)N3CCOCC3)cc21 | 2 | 23% | 6% | -3% | 16% | -3.5 | -6% | 6% | 5%
CC(C)(Oc1ccc(Cl)cc1)C(=O)NC1CCCCC1 | 9 | 8% | 9% | -8% | 14% | -0.5 | -11% | 17% | -1%
COc1ccc(Cn2cc(CN3CC(N4CCN(CCO)CC4)CS3(=O)=O)nn2)cc1 (stereo unspecified) | -1 | -7% | -13% | -6% | 0% | 0.2 | -3% | 3% | -7%
CCCc1nc2ccccc2c(=O)n1/N=C/c1ccccc1O | 7 | · | -10% | 0% | 9% | -4.9 | -15% | -5% | ?
Clc1cccc(OCCOCCN2CCNCC2)c1Cl | 2 | 0% | -7% | -18% | -3% | -0.4 | ? | 3% | -15%
CCOC(=O)N1CCC(NC(=O)CS(=O)(=O)Cc2nc(-c3ccccc3Cl)oc2C)CC1 | -5 | 5% | 14% | -6% | -1% | -1.3 | -2% | 5% | -18%
COc1ccc(Nc2nccc(-c3ccc(C#N)cc3)n2)cc1 | -2 | -1% | 11% | 1% | 2% | 1.4 | 6% | -3% | 2%
CCOc1ccc(CCNC(=O)Cn2nc(C)c3c(C)n(-c4ccccc4)nc3c2=O)cc1 | -22 | 39% | 0% | -3% | 2% | -1.5 | -3% | -16% | -23%

Of the compounds above, these contain fluorine:
SMILES | PI5P4Ka inh | FUS yeast rescue | Abeta rescue | PLK1 PBD inh | aSyn rescue | IL-2 act | WRN helicase inh | EPAC1 agonist | EPAC1 antagonist
O=C(Nc1ccc2[nH]c(=O)[nH]c2c1)c1cc(F)c(F)cc1Cl | -11 | 10% | -4% | -11% | -3% | -4.2 | -30% | -1% | -27%
O=C(CCC(=O)c1ccc(F)cc1)Nc1cccnc1 | -9 | -9% | -4% | -1% | 2% | 0.4 | 12% | -1% | 1%
FC(F)(F)c1nc(NCc2cccnc2)c2ccccc2n1 | -2 | -3% | ? | 8% | 2% | -2.7 | -3% | 6% | 12%
O=C(NC1CCCCC1)C(c1ccncc1)N(Cc1ccc2c(c1)OCO2)C(=O)C(F)(F)F (stereo unspecified) | 8 | 22% | -8% | -2% | 1% | 0.4 | -8%[57.1 µM] | -4% | -2%
O=C(NC1CCN(Cc2ccccc2)CC1)c1cccc(OC(F)F)c1 | 1 | 0% | -6% | 4% | -6% | 0.6 | 7% | 6% | 19%
O=C(Nc1ccc(F)cc1)C(c1ccccc1OC(F)(F)F)N1CCN(C(=O)c2ccco2)CC1 (stereo unspecified) | 3 | 28% | -1% | -4% | 0% | -0.3 | 3% | -8% | -2%
COc1ccc(NC(=O)/C(N=Nc2cccc(S(=O)(=O)Nc3ccc(SC(F)F)cc3)c2)=C(\C)O)cc1 | 5 | 9% | 17% | -10% | -7% | 0.1 | -6% | 12% | -24%
COc1ccc(OCCOC(=O)c2ccc(F)c(S(=O)(=O)N3CCOCC3)c2)cc1 | 0 | 26% | -9% | -2% | 1% | -0.4 | -6% | 14% | -7%

Screening data: PubChem, National Center for Advancing Translational Sciences (NCATS)
